Source: PubChem BioAssay (several laboratories)
BCLXL inh: inhibitors of human Bcl-xL, primary screen, biochemical, fluorescence polarization, HTS; Bcl-2-like protein 1 (Homo sapiens), Q07817; GST-Bcl-xL / FITC-Bim BH3 peptide fluorescence polarization; inhibition, % at 10.9 µM; 320,000 compounds, 0.7% hits;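 active means inhibition above the mean of all tested compounds plus 3 SD, cutoff set per campaign, cut at about 30% in these data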;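 further: 0% = DMSO wells and 100% = unlabeled Bim-BH3 peptide competitor; inhibitors lower millipolarization by displacing the labeled peptide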
Target sequence (Q07817 whole entry, looked up): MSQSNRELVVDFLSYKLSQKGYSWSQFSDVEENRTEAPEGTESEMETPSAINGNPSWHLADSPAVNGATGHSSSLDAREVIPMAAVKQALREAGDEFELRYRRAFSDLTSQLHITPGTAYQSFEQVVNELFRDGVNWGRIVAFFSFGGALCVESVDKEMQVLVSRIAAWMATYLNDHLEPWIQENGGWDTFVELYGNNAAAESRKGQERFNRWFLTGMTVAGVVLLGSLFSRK
MEX-5 binding: MEX-5 zinc finger RNA-binding disruptors – biochemical, C. elegans, fluorescence polarization, MLPCN library, primary screen; Zinc finger protein mex-5 (Caenorhabditis elegans), Q9XUB2; MEX-5/FITC-TCR2 RNA binding; active compounds read low; activity score (negative = inhibition of binding), % at 10 µM; 300,000 compounds, 0.38% hits; AID 1832, 2009;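 active means inhibition past about -25% in most replicates, and total fluorescence under double the plate's negative control median, limit read from the data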;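 further: 0% = DMSO and -100% = 5 µM competing unlabeled TCR2 RNA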
AHR activator: AHR activators, primary screen, cell-based, luminescence, luciferase reporter, human. 320,000 compounds, 2.5% hits. activation, % at 5 µM. AHR-responsive luciferase reporter cells. Aryl hydrocarbon receptor (Homo sapiens), P35869; in the data active means activation above about 47%;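 further: 0% = vehicle wells and 100% = reference agonist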
pPAFAH inh: pPAFAH enzyme inhibitors, primary screen, biochemical, fluorescence polarization, human; recombinant pPAFAH, FP-rhodamine probe fluorescence polarization; inhibition, % at 3.39 µM; 330,000 compounds, 1.5% hits; AID 463082, 2010;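 active means inhibition above the mean inhibition across the screen plus 3 SD, cut at about 25% in these data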;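 further: inhibitors block binding of the rhodamine activity-based probe so polarization drops; 0% = enzyme with DMSO and 100% = wells lacking pPAFAH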
GLD-1 RNA inh: GLD-1/TGE RNA complex disruptors, primary screen, biochemical, fluorescence polarization; inhibition, % at 5.96 µM; 320,000 compounds, 0.44% hits; Female germline-specific tumor suppressor gld-1 (Caenorhabditis elegans), Q17339; purified GLD-1 + fluorescein TGE RNA;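 active means percent inhibition above a per-plate cutoff, the plate mean of test compounds plus 3 SD, cut at about 30% in these data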;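 further: 0% = DMSO wells with GLD-1 and probe and 100% = wells lacking GLD-1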
Fam108B inh: mouse Fam108B serine hydrolase inhibitors, primary screen, counter-screen for RBBP9 inhibitor project, biochemical, fluorescence polarization; recombinant Fam108B, FP-Rh probe fluorescence polarization; inhibition, % at 9.51 µM; 300,000 compounds, 0.33% hits; AID 1947, 2009;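 active means inhibition above the screen mean inhibition plus 3 SD, computed separately per campaign, cut at about 18% in these data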;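 further: inhibitors lower polarization as less probe binds the enzyme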
MCL1 BIM primary: inhibitors of MCL1 binding to BIM-BH3, primary screen, biochemical, fluorescence polarization; Induced myeloid leukemia cell differentiation protein Mcl-1 (Homo sapiens), Q07820; GST-MCL1 / FITC-Bim-BH3 fluorescence polarization; inhibition, % at 10.9 µM; 320,000 compounds, 0.68% hits; AID 2057, 2009;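 active means inhibition above the mean inhibition of all tested compounds plus 3 SD, set per campaign, cut at about 40% in these data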;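 further: 0% = DMSO wells and 100% = unlabeled Bim-BH3 peptide control; higher means more loss of mP so more displacement of Bim peptide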
Target sequence (Q07820 whole entry, looked up): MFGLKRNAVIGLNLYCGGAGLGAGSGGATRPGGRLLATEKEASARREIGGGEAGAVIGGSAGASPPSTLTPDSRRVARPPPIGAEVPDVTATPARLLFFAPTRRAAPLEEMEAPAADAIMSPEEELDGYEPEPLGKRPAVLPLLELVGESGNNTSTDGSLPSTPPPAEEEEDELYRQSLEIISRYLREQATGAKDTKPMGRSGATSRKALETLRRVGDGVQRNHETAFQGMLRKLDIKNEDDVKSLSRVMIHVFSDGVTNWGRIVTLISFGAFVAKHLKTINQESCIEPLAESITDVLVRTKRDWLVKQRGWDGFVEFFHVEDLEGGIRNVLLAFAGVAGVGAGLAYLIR
PAFAH1B2 inh: PAFAH1B2 enzyme inhibitors, primary screen, biochemical, fluorescence polarization, human | AID 492953, 2010 | inhibition, % at 3.39 µM | recombinant PAFAH1B2, FP-rhodamine activity probe | 340,000 compounds, 1.2% hits;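 active means inhibition above the mean of all tested compounds plus 3 SD, cut at about 24% in these data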;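 further: 0% = enzyme with DMSO and 100% = wells lacking PAFAH1B2; many of its hits are not listed in these tables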
Target sequence (P68402 whole entry, looked up): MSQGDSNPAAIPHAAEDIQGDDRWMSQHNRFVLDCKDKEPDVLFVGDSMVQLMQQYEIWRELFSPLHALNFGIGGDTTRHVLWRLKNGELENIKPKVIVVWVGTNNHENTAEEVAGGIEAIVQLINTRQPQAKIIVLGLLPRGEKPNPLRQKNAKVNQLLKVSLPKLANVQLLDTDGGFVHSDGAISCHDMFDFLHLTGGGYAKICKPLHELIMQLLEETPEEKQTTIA
PME-1 inh: PME-1 inhibitors via competitive probe labeling, primary screen, biochemical, fluorescence polarization, FP-Rh probe, HTS | recombinant PME-1 | inhibition, % at 5.9 µM | 320,000 compounds, 0.53% hits | AID 2130, 2009;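 active means inhibition above the campaign mean of all compounds plus 3 SD, cut at about 26% in these data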;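 further: competitive labeling of PME-1 active site by serine hydrolase directed probe; 0% = PME-1 with DMSO and 100% = wells lacking PME-1 enzyme; inhibitors block probe labeling so polarization falls and inhibition rises; many of its hits are not listed in these tables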
Starred values were filed as active, the others as inactive; / = not tested or not shown.

The opening eleven compounds (preview)
SMILES	BCLXL inh	MEX-5 binding	AHR activator	pPAFAH inh	GLD-1 RNA inh	Fam108B inh	MCL1 BIM primary	PAFAH1B2 inh	PME-1 inh
COC(=O)c1ccc(COc2cccc3c2CCN(Cc2cccc(C)c2)C3=O)o1	2	-2.9	-4	8	8	-3	2	2	-2
Cc1ccc(/C=N\NC(=O)c2cc([N+](=O)[O-])cc([N+](=O)[O-])c2)o1	5	-0.7	9	7	0	3	-2	4	6
Cc1csc(NC(C)c2nc3cc(Cl)c(N4CCCCC4)cc3n2CCOCCO)n1 (configuration not stated)	-1	1.4	10	12	-8	5	-3	0	12
O=C1CC[C@@H](C(=O)N2CSC[C@H]2C(=O)O)N1	4	-2.2	-2	3	-1	-3	-3	6	-1
COc1ccc(CC(=O)Nc2c3c(nn2-c2cccc(C)c2C)CS(=O)(=O)C3)cc1	1	-0.3	1	6	-4	-2	3	2	2
CCc1ccc(C(=O)N2CCCC2)s1	-2	1.3	4	-2	-1	-2	-4	3	7
Cc1ncn(-c2ccccc2)c1-c1ccccc1	-3	-0.7	5	1	-6	-5	0	14	-2
COc1ccc(NC(=O)c2ccc(NC(=O)CN(C)CC(=O)Nc3c(C)cccc3C)cc2)cc1	-12	-2.0	6	2	2	1	-14	2	1
CC1(C)CC(=O)N(c2ccc(Cl)cc2Cl)C(=O)C1	2	-3.6	5	7	3	-1	-4	7	-3
CC(=O)Nc1cccc(-n2c(=O)n(Cc3ccccc3)c(=O)c3[nH]cnc32)c1	4	1.4	2	3	8	1	7	2	5
CCOc1cccc(C(=O)Nc2ccc3ccccc3c2)c1	5	2.2	3	-1	2	-6	9	3	-8

Results, previewed entries included:
SMILES	BCLXL inh	MEX-5 binding	AHR activator	pPAFAH inh	GLD-1 RNA inh	Fam108B inh	MCL1 BIM primary	PAFAH1B2 inh	PME-1 inh
COC(=O)c1ccc(COc2cccc3c2CCN(Cc2cccc(C)c2)C3=O)o1	2	-2.9	-4	8	8	-3	2	2	-2
Cc1ccc(/C=N\NC(=O)c2cc([N+](=O)[O-])cc([N+](=O)[O-])c2)o1	5	-0.7	9	7	0	3	-2	4	6
Cc1csc(NC(C)c2nc3cc(Cl)c(N4CCCCC4)cc3n2CCOCCO)n1 (configuration not stated)	-1	1.4	10	12	-8	5	-3	0	12
O=C1CC[C@@H](C(=O)N2CSC[C@H]2C(=O)O)N1	4	-2.2	-2	3	-1	-3	-3	6	-1
COc1ccc(CC(=O)Nc2c3c(nn2-c2cccc(C)c2C)CS(=O)(=O)C3)cc1	1	-0.3	1	6	-4	-2	3	2	2
CCc1ccc(C(=O)N2CCCC2)s1	-2	1.3	4	-2	-1	-2	-4	3	7
Cc1ncn(-c2ccccc2)c1-c1ccccc1	-3	-0.7	5	1	-6	-5	0	14	-2
COc1ccc(NC(=O)c2ccc(NC(=O)CN(C)CC(=O)Nc3c(C)cccc3C)cc2)cc1	-12	-2.0	6	2	2	1	-14	2	1
CC1(C)CC(=O)N(c2ccc(Cl)cc2Cl)C(=O)C1	2	-3.6	5	7	3	-1	-4	7	-3
CC(=O)Nc1cccc(-n2c(=O)n(Cc3ccccc3)c(=O)c3[nH]cnc32)c1	4	1.4	2	3	8	1	7	2	5
CCOc1cccc(C(=O)Nc2ccc3ccccc3c2)c1	5	2.2	3	-1	2	-6	9	3	-8
CCN(CC)c1ccc2c(Cl)c(Br)c(=O)oc2c1	10	-2.8	53*	-1	-21	-4	-7	-2	9
COc1ccccc1N1CCN(C(=O)c2cccc3c(=O)c(C)c(-c4ccccc4)oc23)CC1	1	2.8	5	4	2	6	-4	4	3
COc1cc(OC)cc(-c2c(-c3cccs3)c3cc(-c4ccc(OC)nc4)ccc3n2C)c1	5	/	0	20	-8	/	-3	-2	-1
Cc1ccc(NC(=O)c2ccccc2OCc2ccc([N+](=O)[O-])cc2)nc1	10	-1.0	-2	0	3	6	7	-5	-1
NC(=O)/C(=N\OC(=O)c1ccco1)c1nc(-c2ccc(Br)cc2)cs1	6	0.0	-10	32*	7	-5	0	15	-50
CC1CCc2c(C(=O)Nc3ccc(OC(F)(F)F)cc3)csc2C1 (configuration not stated)	4	0.5	25	-5	15	-1	8	2	-1
COc1ccc(C(=O)C2=NN(C(C)=O)CC2c2ccco2)cc1 (configuration not stated)	2	-1.6	2	3	-2	-2	-6	-4	2
CCCOc1ccc(N2C(=O)CC(N3CCC(c4nc5ccccc5o4)CC3)C2=O)cc1 (configuration not stated)	3	0.7	2	7	4	1	-5	/	1
COC(=O)C1=C(C)N(Cc2cccnc2)C(=O)/C1=C\c1cccs1	7	-3.5	3	-1	8	-1	4	/	5
CC(=O)N1CCc2ccc(S(=O)(=O)Nc3ccccc3Cl)cc21	0	-2.7	2	2	-5	-3	2	7	10
CCC(=O)N(C1=C(NC)C(=O)c2ccccc2C1=O)C(C)C	2	-0.2	10	6	0	1	7	2	1
CCc1c(C)nc(SC/C=C/c2ccccc2)[nH]c1=O	-1	3.3	1	10	3	2	-4	4	-3
CCC(C)NC(=O)c1ccc(C(=O)c2ccccc2)cc1 (configuration not stated)	2	-2.7	-1	5	4	0	-4	10	-2
COc1ccc(N2CCN(c3nc(Cl)nc(Nc4ccc(F)cc4)n3)CC2)cc1	6	-3.3	2	6	4	1	31	1	10
Cc1ccccc1C(=O)N1CCC(C(=O)N(CC(C)C)c2c(N)n(CC(C)C)c(=O)[nH]c2=O)CC1	-5	/	0	-2	1	/	-5	1	-8
Cc1cc(NC(=O)CCC(=O)N(Cc2ccco2)C2(C(=O)NC3CCCC3)CCC(C)CC2)no1 (configuration not stated)	4	-1.2	-2	2	6	-2	1	3	3
Cc1cc(C)c2nc(SCCC#N)nc(C)c2c1	0	1.0	-1	7	5	-1	4	7	4
COc1cccc2sc3cc(C#Cc4ccccn4)ccc3c(=O)c12	/	/	-1	3	10	/	/	-1	/
Cn1cc(Cl)c(C(=O)NC2CCCCCC2)n1	-3	2.1	2	-3	0	1	3	2	-3
CCN(CC)S(=O)(=O)c1cccc(NC(=O)CNc2cccc(S(=O)(=O)N3CCCC3)c2)c1	-4	0.3	-13	0	0	0	-4	1	-2
Cc1ccc(C(=O)OCC(=O)Nc2ncc(Cl)cc2Cl)cc1NC(=O)c1ccco1	12	2.8	25	10	6	-6	12	1	4
C=CCNC(=O)C1CCN(S(=O)(=O)c2ccc(Br)cc2)CC1	5	3.1	0	4	-4	-5	6	33*	0
O=C1CC2(CCN(S(=O)(=O)c3ccccc3F)CC2)Oc2ccccc21	-1	-4.1	-2	4	-8	-3	-8	7	5
COc1ccccc1N1CCN(C(c2ccccn2)c2nnnn2C2CCCCC2)CC1 (configuration not stated)	10	2.7	1	7	5	1	8	-6	0
C[C@@]12C(=O)N(Cc3ccc(-c4ccccc4)cc3)CC(=O)N1[C@H](/C=C/c1ccccc1)[C@@H]1C(=O)N(c3ccccc3)C(=O)[C@@H]12	1	1.0	3	0	2	5	6	4	-5
CCn1c(COc2ccccc2)nc2ccccc21	0	-0.8	-5	7	3	-1	0	4	1
CCc1nn2c(=O)c(S(=O)(=O)Nc3cccc(F)c3)c(C)nc2s1	0	0.9	-2	4	4	3	2	4	1
CCCCNc1nnc(SCC(=O)c2c(N)n(C3CC3)c(=O)[nH]c2=O)s1	/	/	2	4	8	/	/	4	/
CCOC(=O)C1=C(COC(=O)C2CC(=O)N(c3ccc(C)cc3)C2)NC(=O)NC1C (configuration not stated)	3	1.9	1	9	5	2	-1	1	-6

Overlap with the part before: two compounds, followed by the next part.
SMILES	BCLXL inh	MEX-5 binding	AHR activator	pPAFAH inh	GLD-1 RNA inh	Fam108B inh	MCL1 BIM primary	PAFAH1B2 inh	PME-1 inh
CCCCNc1nnc(SCC(=O)c2c(N)n(C3CC3)c(=O)[nH]c2=O)s1	/	/	2	4	8	/	/	4	/
CCOC(=O)C1=C(COC(=O)C2CC(=O)N(c3ccc(C)cc3)C2)NC(=O)NC1C (configuration not stated)	3	1.9	1	9	5	2	-1	1	-6
Cc1ccc(NS(=O)(=O)c2c(C)[nH]c(C)c2C(=O)N2CCCCC2)c(Cl)c1	-1	-3.9	6	0	2	-1	-2	4	8
N/C(=N\O)c1cn(Cc2ccccc2Cl)c2ccccc12	3	4.6	3	8	0	1	1	5	8
O=C(COC(=O)c1ccc[nH]c1=O)NCCC1=CCCCC1	/	/	1	0	3	/	/	8	/
COC(=O)c1c(NC(=O)COC(=O)CNC(=O)c2ccco2)sc(C)c1C	1	/	1	2	-4	-1	3	1	-7
O=S(=O)(NC1=NCCCCC1)c1ccc2ccccc2c1	0	0.8	17	13	1	0	-7	-1	2
COc1ccc(CNC(=O)CN(C(=O)CCC(=O)Nc2ccccn2)c2cccc(C)c2)cc1	-1	1.5	1	2	6	2	4	7	-1
CCOc1cccc(/C=N/NC(=O)c2cc(C3CC3)[nH]n2)c1O	-5	0.3	53*	1	-9	1	-2	6	-16
O=C(O)CSc1nnc(COc2cccc3cccnc23)n1-c1cccc(C(F)(F)F)c1	-1	-0.7	3	0	5	2	3	/	0
CCn1c(-c2cc(OC)c(OC)c(OC)c2)n[nH]c1=S	-4	0.2	4	4	1	-4	-5	2	1
CC1S/C(=N/N=C/c2ccco2)NC1=O (configuration not stated)	6	-1.2	2	6	1	5	5	0	-2
CCCC1C2CN(C(C)C)CC=C2C(C#N)=C(N)C1(C#N)C#N (configuration not stated)	161*	-75*	4	12	132*	1	180*	8	5
Cc1ccc(S(=O)(=O)NC2=NCN(CCN3CCOCC3)CN2)cc1	0	0.0	-2	0	3	1	0	4	2
C=CCc1cc(C)ccc1OCCCC(C(=O)OCC)C(=O)OCC	4	-1.7	-3	-3	-6	2	3	6	3
CCc1ccc(NC(=O)c2ccccc2SC)cc1	2	2.5	37	6	-7	1	-1	4	1
COc1ccc(C(=O)NNC(=S)NC(=O)c2ccc(F)cc2)cc1Br	6	-1.4	1	5	2	1	5	/	-3
NC(=O)C1CCN(C(=O)c2ccc3c(c2)S(=O)(=O)c2ccccc2C3=O)CC1	6	0.4	8	-8	2	-2	1	-2	1
CCC[C@H]1COCCS(=O)(=O)N1Cc1ccccc1	2	-0.7	4	-13	4	2	-7	4	-3
Cc1nn(C(=O)c2ccco2)c(C)c1Br	1	-0.2	5	-8	2	-3	3	3	3
COc1cccc(CN(C(=O)c2ccco2)C(C(=O)NC2CCCC2)c2cccnc2)c1 (configuration not stated)	2	-0.4	1	0	-1	0	0	-3	2
Cc1ccc(C)c(NC(=O)CN(C)C(C)C(=O)N2CCCC2)c1 (configuration not stated)	/	/	-1	-5	-6	/	/	3	/
O=c1c(N2CCOCC2)nsnc1N1CCOCC1	6	-1.4	4	-6	2	2	8	6	-1
CCCC(=O)Nc1nn(C)c2nc3cc(C)ccc3cc12	4	-1.2	85*	2	-1	-7	9	/	6

A portion of the library, so the mix of outcomes need not match the whole.
